Jurkat NFkB inh: lowers PMA/ionomycin-induced NF-kB signal in Jurkat cells | PMA/ionomycin-induced NF-kB luciferase reporter, luminescence | inhibition, % at 4 µM | 330,000 tested, 0.53% active
Apaf1 inhib: human Apaf-1 inhibition; AID 489030; inhibition, % at 20 µM; reconstituted apoptosome caspase-3 activity, DEVD-Rh110 fluorescence; O14727; 330,000 tested, 0.71% active; active = inhibition of at least 40% at 20 µM;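 also: plate controls were DMSO wells for no effect and DEVD-CHO caspase inhibitor wells for full effect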
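Material: reconstituted apoptosome with Apaf-1, cytochrome c, caspase-9, procaspase-3, dATP. Technique: Rh110 fluorescence intensity. Buffer or medium: pH 7.5 Hepes buffer with CHAPS, BSA, DTT. Times: 30 min plus 50 min, RT.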
SENP7 block: inhibitors of human SENP7 protease; Q9BQF6; 330,000 tested, 1.5% active; AID 434973; inhibition, % at 5 µM; recombinant SENP7, Z-RLRGG-aminoluciferin luminescence, 40 min;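 active = inhibition above about 50% at the single test dose, limit read from the data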;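 also: plate controls were DMSO with enzyme for no effect and no enzyme buffer wells for full effect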
Target sequence (Q9BQF6 706-1050 limits assumed): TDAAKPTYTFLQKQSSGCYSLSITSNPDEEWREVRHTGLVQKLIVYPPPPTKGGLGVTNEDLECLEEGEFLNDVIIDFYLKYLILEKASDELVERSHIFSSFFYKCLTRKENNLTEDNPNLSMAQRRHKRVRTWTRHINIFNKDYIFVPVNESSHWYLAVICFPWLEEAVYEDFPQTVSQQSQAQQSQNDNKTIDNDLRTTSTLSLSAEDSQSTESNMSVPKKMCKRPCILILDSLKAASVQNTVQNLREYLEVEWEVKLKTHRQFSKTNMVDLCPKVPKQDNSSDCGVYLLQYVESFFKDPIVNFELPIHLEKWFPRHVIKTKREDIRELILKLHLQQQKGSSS
SENP8 block: SENP8 protease inhibition. Q96LD8. purified SENP8, Z-RLRGG-aminoluciferin cleavage, luminescence. inhibition, % at 10 µM. 330,000 tested, 1.2% active. AID 2540
Target sequence (Q96LD8 whole entry, looked up): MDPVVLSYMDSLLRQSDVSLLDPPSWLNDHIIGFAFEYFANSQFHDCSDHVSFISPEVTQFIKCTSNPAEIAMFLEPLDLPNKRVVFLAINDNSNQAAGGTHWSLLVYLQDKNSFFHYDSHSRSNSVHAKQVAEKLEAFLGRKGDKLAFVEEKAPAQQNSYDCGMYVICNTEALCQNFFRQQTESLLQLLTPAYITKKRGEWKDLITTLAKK
UBC13 inh: blocks human UBC13 polyubiquitin chain formation | P61088 | TR-FRET | inhibition, % at 20 µM | 330,000 tested, 0.47% active; in the data active = inhibition above about 45%, passing the limit was not always enough; inconclusive = no clear call, values can overlap the other calls
Target sequence (P61088 whole entry, looked up): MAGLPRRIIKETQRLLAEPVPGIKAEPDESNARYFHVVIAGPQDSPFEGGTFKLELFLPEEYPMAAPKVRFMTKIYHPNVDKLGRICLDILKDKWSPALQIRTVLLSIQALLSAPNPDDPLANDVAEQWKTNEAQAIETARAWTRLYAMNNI
Gli-Sufu block: Gli-Sufu pathway antagonism; 340,000 tested, 0.74% active; Sufu-KO-LIGHT fibroblasts, Gli luciferase reporter luminescence; AID 588413; inhibition, % at 5 µM;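 active = inhibition above about 55%, limit read from the data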;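 also: 0% = DMSO-treated cells and 100% = wells with medium but no cells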
HKDC1 inh: inhibitors of human hexokinase HKDC1; inhibition, % at 20 µM; 340,000 tested, 0.16% active; AID 493160; recombinant HKDC1, G6PDH/diaphorase resazurin coupled fluorescence;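 active = inhibition above about 35% when tested at 20 µM, limit read from the data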;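 also: plate controls were DMSO wells with enzyme for no effect and DMSO wells lacking enzyme for full effect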
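Test system: HK5 enzyme. Quantity: 5 µg/mL HK5 final. Reagent: glucose and ATP substrates. Schedule: 90 min reaction incubation at room temperature, dark. Technique: resazurin-to-resorufin fluorescence via G6PDH and diaphorase coupling, 525/613 nm. Control set: DMSO wells with and without enzyme mix.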
697 NFkB inh: lowers PMA/ionomycin-induced NF-kB signal in 697 B cells. 697 B-cell NF-kB luciferase reporter, 16 h. inhibition, % at 4 µM. 330,000 tested, 0.33% active; in the data active = inhibition above about 35%
The depositor's hits bear a star; ? = inconclusive; . = no result given. Rule as the data show it, unless noted: active = inhibition above about 50%; inactive = the rest. No enrichment for hits. Share with any hit: about 3.6%.

Values in the order: Jurkat NFkB inh, Apaf1 inhib, SENP7 block, SENP8 block, UBC13 inh, Gli-Sufu block, HKDC1 inh, 697 NFkB inh
O=C(CCCOc1ccccc1)N1CCN(S(=O)(=O)c2cccc(F)c2)CC1
  2, 8, -5, 5, -1, -6, -2, 17
COc1ccc(C(=O)CCC(=O)NCCc2ccccc2F)cc1
  0, -1, -4, 1, 0, ., 3, 10
NC(=O)c1cc([N+](=O)[O-])ccc1N1CCN(Cc2ccccc2)CC1
  1, -10, 16, -6, -16, 23, -7, -2
CC(C)(C)C(=O)NC(=S)N1CCc2ccccc21
  6, -15, 5, -3, 24, 11, -3, -5
Cc1cc(C)cc(OCC(=O)N(Cc2ccco2)c2c(N)n(Cc3ccccc3)c(=O)[nH]c2=O)c1
  16, -10, 1, 8, -4, -4, 4, 23
CCc1cccc(CC)c1NC(=O)C1CN(S(=O)(=O)c2ccccc2)CCN1S(=O)(=O)c1ccccc1 (configuration not stated)
  -1, 16, -7, -12, -6, 6, -6, -29
CSc1ccc(/C=N/N2CCN(Cc3ccc(Cl)cc3)CC2)cc1
  -4, 0, 0, 7, -4, 7, -2, 17
Cc1cc(C)n2nc(C(=O)OCC(=O)N(C)CC(=O)Nc3ccc(F)cc3)nc2n1
  3, -12, -2, 6, 0, 0, -6, 19
COc1cc(OC)c(NC(=O)CCc2ccccc2)cc1Cl
  -1, 11, -5, -9, -18, 0, 1, -2
CCCCCCCCOC(=O)CCn1[nH]c(=O)c2ccccc2c1=O
  0, 4, 1, -2, 5, 1, 2, -1
COc1ccc(C(=O)n2c(N)nc3ccccc32)cc1OC
  -100, 8, -10, -13, -1, -43, -8, -88
Cc1cc2oc(C(=O)NCc3ccc4c(c3)OCO4)c(C)c2cc1C
  12, 18, 1, -2, -4, -6, 6, 6
CCOC(=O)C1CCCN(c2c(NCC3CCCO3)c(=O)c2=O)C1 (configuration not stated)
  1, 10, 8, 2, 3, -3, -8, 15
Cc1cccc(N2CCN(C(=O)/C=C/c3cccs3)CC2C)c1 (configuration not stated)
  0, 2, 3, 13, 0, 2, -1, -9
C/C(=N/NC(=S)Nc1cccc(C)c1)c1cccc([N+](=O)[O-])c1
  11, -13, 18, -3, 2, 13, -12, -2
CN(C(=O)c1ccccc1C(=O)OCC(=O)NC(=O)NC(C)(C)C)C1CCCCC1
  -3, -6, 0, 11, -3, ., -3, 10
COc1ccccc1CNC(=O)CCCNS(=O)(=O)c1cccc2nsnc12
  9, -2, 0, 0, 4, 4, -2, 5
O=S(=O)(Cc1ccccc1)Cc1cnc(Cl)s1
  3, 3, -4, 0, -6, 6, -2, 4
O=C(NC1CC1)C1CC(=O)N(c2cccc(Cl)c2Cl)C1 (configuration not stated)
  11, -21, -5, 0, 8, 2, -6, 14
CSc1ncc(C(=O)Nc2ccccc2C)c(C)n1
  -7, 0, 6, 3, 0, 4, -3, 10
Cc1ccc2oc(-c3cccc(N)c3)nc2c1
  -96, 9, 98*, 94*, 15, -116, -9, -139
COC(=O)Cc1c(C)c2c(O)cc(C)cc2oc1=O
  9, -7, 6, 1, ?, -13, -2, 14
NC(=O)c1ccccc1NC(=O)CN1CCN(Cc2ccccc2)CC1
  -23, 2, 0, -2, 2, 5, -4, 13
CCOC(=O)C1CCN(C(=O)COC(=O)c2cc([N+](=O)[O-])ccc2N2CCOCC2)CC1
  13, 14, 5, 4, -2, -11, -7, 18
CC(=O)N1c2ccc(S(=O)(=O)N3CCC(C(=O)NCc4ccc(C)cc4)CC3)cc2CC1C (configuration not stated)
  -11, 0, -9, -5, -4, 46, -5, -4
CCC(=O)OCCn1c(=O)c2cc3c(=O)n(CCOC(=O)CC)c(=O)c3cc2c1=O
  3, -9, 4, -1, 7, 0, 11, -10
CCC(=O)Nc1ccc(C2=Nn3c(nnc3C(C)C)SC2)cc1
  31, 4, -1, -4, -5, 2, -5, 7
O=C(CSc1nc2ccccc2c(=O)[nH]1)c1ccccc1
  6, -4, -6, 3, 1, 12, 3, 0
O=C(CCS(=O)(=O)c1ccccc1)N(CCCN1CCOCC1)c1nc2c(F)cccc2s1
  -30, 19, 4, -6, 15, -8, 1, -16
Cc1[nH]c(C(=O)O)c(C)c1C(=O)OC(C)C
  4, 2, -5, -13, -12, -1, -5, 1

One compound at a time, as listed above.
CN(C(=O)c1ccccc1C(=O)OCC(=O)NC(=O)NC(C)(C)C)C1CCCCC1 as listed: Jurkat NFkB inh = -3; Apaf1 inhib = -6; SENP7 block = 0; SENP8 block = 11; UBC13 inh = -3; Gli-Sufu block = .; HKDC1 inh = -3; 697 NFkB inh = 10
O=C(CCS(=O)(=O)c1ccccc1)N(CCCN1CCOCC1)c1nc2c(F)cccc2s1 as listed: Jurkat NFkB inh = -30; Apaf1 inhib = 19; SENP7 block = 4; SENP8 block = -6; UBC13 inh = 15; Gli-Sufu block = -8; HKDC1 inh = 1; 697 NFkB inh = -16
Cc1ccc2oc(-c3cccc(N)c3)nc2c1 as listed: Jurkat NFkB inh = -96; Apaf1 inhib = 9; SENP7 block = 98*; SENP8 block = 94*; UBC13 inh = 15; Gli-Sufu block = -116; HKDC1 inh = -9; 697 NFkB inh = -139

Next results follow:
Values in the order: Jurkat NFkB inh, Apaf1 inhib, SENP7 block, SENP8 block, UBC13 inh, Gli-Sufu block, HKDC1 inh, 697 NFkB inh
CC(C)NC(=O)Cn1c(SCC(=O)N2c3ccccc3CC2C)nc2ccccc21 (configuration not stated)
  0, 2, -4, -4, -7, 5, -4, 16
Cc1ccc(N=c2c([N+](=O)[O-])nn(-c3ccc(Cl)cc3)n2O)cc1C
  -12, -6, 6, 7, -10, -32, -5, -15
CS(=O)(=O)N1CCN(C(=O)COc2ccccc2)CC1
  8, -12, 1, -3, 4, -3, -5, 1
Cc1ccc(Sc2ccc(CO)cc2[N+](=O)[O-])cc1
  -9, 9, -3, 3, -4, 6, 16, 9
O=C1CC(c2cccc(F)c2)SC(N(c2ccccc2)c2ccccc2)=N1 (configuration not stated)
  19, 11, 4, -7, 16, 23, -5, 4
COc1ccc(NC(=O)CC(=O)Nc2ccc(OC)cc2)cc1
  1, -3, 3, 0, -7, 6, -4, 14
CC(=O)N(C)c1ccc(NC(=O)Cc2cccs2)cc1
  -9, -4, -12, -11, 4, -9, 2, 14
CC(=O)NCCNC(=O)C1CCCCN1S(=O)(=O)c1ccccc1 (configuration not stated)
  -4, 9, 9, -5, 0, 3, 3, 6
Cc1ccc(Cc2nnc(SCC(=O)Nc3ccccc3)[nH]c2=O)cc1
  4, 1, -2, -6, 6, -4, 5, 8
Cc1ccc(N(C)S(=O)(=O)c2cccc(C(=O)Nc3ccc(N4CCOCC4)cc3)c2)cc1
  19, -7, -6, -2, -13, 20, 2, -36
COc1cccc(N2CC(C(=O)OC(C)C(=O)c3ccccc3)CC2=O)c1 (configuration not stated)
  0, -2, 6, 2, 10, -13, 3, 13
Cc1noc(C)c1CSCC(=O)N(C)CC(=O)Nc1ccc(F)c(F)c1F
  -6, -1, 4, 3, -4, 0, -4, -8
O=C(OCC(=O)N1CCCC1)c1c[nH]c2ccccc12
  -19, 2, 4, -3, -9, -21, 1, -15
COc1ccc(N2CC(C(=O)NCCC3=CCCCC3)CC2=O)c(OC)c1 (configuration not stated)
  5, -5, 3, 2, -5, 0, 2, 12
Cc1ccc(OCC(=O)N2CCN(c3ccc([N+](=O)[O-])c(N4CCOCC4)c3)CC2)cc1
  -5, 2, -1, -15, -27, 2, -9, 10
CCc1cc(=O)n2[nH]c(-c3ccccc3)c(-c3ccccc3)c2n1
  -8, 9, 1, 2, 11, 4, 8, -17
CCCCn1c(CCNC(=O)CCC)nc2ccccc21
  7, -1, -3, -2, 5, 4, 0, -15
CN(Cc1cnn(C)c1)C(=O)CC1C(=O)NCCN1Cc1cccc(Oc2ccccc2)c1 (configuration not stated)
  -11, -2, -1, -6, -2, 9, -7, 9
Nc1cccnc1Sc1ccccc1
  3, -26, 5, 4, 2, -4, 0, 8
CN1C(=O)/C(=C/c2ccccc2OCc2ccccc2F)NC1=S
  3, 3, -5, -3, -5, -7, -4, -13
Cc1cc(NCc2ccccn2)ccc1Br
  -43, -4, 53*, 39, 2, -52, -8, -51
CCCCCC(=O)N/N=C(\C)c1ccc(Cl)cc1
  -14, 10, -7, -6, -9, -4, -9, -37
COC(=O)c1ccc(CSc2nncn2N)cc1
  3, 2, 4, -3, 7, -1, -6, 12
Cc1cc(N2CCOCC2)c2c(N)cc(C)c(C)c2n1
  10, -7, 9, 6, -46, 8, 11, -5
CCOC(=O)CCSCC(=O)Nc1nnc(C)s1
  5, 4, 9, -3, 5, -2, -7, 19
CCc1[nH]nc2c1C1(C(=O)N(Cc3ccccc3)c3ccccc31)C(C#N)=C(N)O2 (configuration not stated)
  -5, 2, 2, -1, 9, 5, 9, 14
O=C(O)c1ccc2c(c1)C(=O)N(c1ccc(OCc3ccccc3)cc1)C2=O
  -1, 10, -9, -7, -9, 5, -2, -1
NC(=O)c1ccccc1OCCOc1ccc(Br)cc1
  -23, 17, 4, -4, 1, ., -1, -13
O=C(O)CC(=O)Nc1cc(Cl)ccc1O
  3, -16, -1, -2, 4, 2, -1, 18
N#Cc1c2n(c(=S)n(-c3ccccc3)c1=O)CCCCC2
  0, -12, -1, 1, 6, 8, 3, 14
CCOC(=O)c1ccc2nc(NC(=O)C(C)C)sc2c1
  -118, 7, 11, 8, 3, -95, -6, -128
NCCCC(=O)N1c2ccccc2Sc2ccc(Cl)cc21
  16, 4, 4, 0, 11, 21, -1, 18
COc1ccc(C)cc1NC(=O)c1ccc(NS(=O)(=O)c2cccs2)cc1
  -10, 15, -8, -1, -10, 19, -2, -10
COc1ccc(NC(=O)C2CCCN2C(=O)NC2CCCCC2)cc1 (configuration not stated)
  6, -8, -2, 4, 6, -28, -8, 2
COc1ccc(CNC(=O)COC(=O)c2cccs2)cc1
  14, -3, 0, -11, -2, 29, -2, 6
COc1ccc(OCCCC(=O)OC(C)C(=O)Nc2ccc(C)cc2)cc1 (configuration not stated)
  -5, -4, 1, -13, 1, -8, -4, -4
CCOC(=O)CSc1nc(C)c(CC)c(C)c1C(N)=O
  -5, -8, -6, -3, 9, -6, -10, 3
CCc1nnc(NC(=O)CSc2nc(-c3ccccc3)cc(-c3ccc(F)cc3)c2C#N)s1
  13, 0, -1, -1, -8, 11, -7, 8
CNC(=O)Cn1c(=O)n(C)c2ccccc21
  5, -7, 8, 8, -2, 9, -9, -10
COc1ccc(-c2cc(C)no2)cc1S(=O)(=O)N1CCCN(Cc2ccccc2Cl)C1
  16, 21, 3, -6, -3, 28, -1, -11
COc1ccc(OC)c(NC(=O)CN2C(=O)NC(C)(c3ccc4c(c3)OCCO4)C2=O)c1 (configuration not stated)
  -19, 3, 0, -9, 6, 2, -3, -2
